SNCA viab count: cell viability loss counter-screen. Potency, µM (top dose mostly 57.1 µM), without a hit: at the top dose activity change, negative = cytotoxicity, actives largely listed as cytotoxic. HEK-293-SNCA-luc viability, GF-AFC fluorescence, 24 h. 150,000 compounds, 0.12% hits;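 note: potency is the fitted concentration of half-maximal effect; 0% = DMSO-treated cells and -100% = medium-only wells without cells; nearly all actives have a fitted effect of over 30% in size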
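Cytotoxicity counterscreen: after 24 h compound treatment of genome-edited SNCA-luciferase HEK-293 cells, live-cell protease substrate GF-AFC read by fluorescence after 30 min; activity scaled between DMSO (0%) and medium-only (-100%), curves Hill-fitted.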
NIH3T3 tox: kills NIH 3T3 cells; NIH 3T3 viability, CellTiter-Glo ATP luminescence, 48-72 h; AID 1345082; 94,000 compounds, 4.3% hits; Potency, µM (highest dose often 96.7 µM), without a hit: top-dose activity change, negative = cytotoxicity, most hits filed as inhibitors; note: potency is the fitted concentration of half-maximal effect; nearly all actives have a fitted effect of over 55% in size
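Cytotoxicity is measured as loss of cellular ATP: NIH 3T3 cells (400/well) are exposed to compound for 48 or 72 hr at 37 °C, then CellTiter-Glo luminescence is imaged after 10 min at room temperature.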
GPT2 inhibitor: blocks human glutamate pyruvate transaminase 2; Recombinant GPT2, coupled pyruvate oxidase/HRP Amplex Red fluorescence; Potency, µM (doses to about 57.7 µM), inactives show top-dose activity change, negative = inhibition, most hits filed as inhibitors; Q8TD30; 100,000 compounds, 0.25% hits; note: potency is the fitted concentration of half-maximal effect; nearly all actives have a fitted effect of over 60% in size; many of its hits are not listed in these tables
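Inhibition is scored from Amplex Red fluorescence generated when pyruvate oxidase and HRP act on pyruvate released by GPT2. Reactions contain 10ng/uL enzyme, 250uM a-KG and 2mM L-alanine and run 30 min at room temperature.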
Luciferase inh: Photinus pyralis luciferase inhibition; purified P. pyralis luciferase, luminescence, biochemical; Potency, µM (doses to about 115 µM), for the others: at the highest dose activity change, negative = inhibition, usual class: inhibitors; 76,000 compounds, 2.5% hits; AID 1347043; note: potency is the fitted concentration of half-maximal effect; nearly all actives have a fitted effect of over 65% in size
Target sequence (P08659 whole entry, looked up): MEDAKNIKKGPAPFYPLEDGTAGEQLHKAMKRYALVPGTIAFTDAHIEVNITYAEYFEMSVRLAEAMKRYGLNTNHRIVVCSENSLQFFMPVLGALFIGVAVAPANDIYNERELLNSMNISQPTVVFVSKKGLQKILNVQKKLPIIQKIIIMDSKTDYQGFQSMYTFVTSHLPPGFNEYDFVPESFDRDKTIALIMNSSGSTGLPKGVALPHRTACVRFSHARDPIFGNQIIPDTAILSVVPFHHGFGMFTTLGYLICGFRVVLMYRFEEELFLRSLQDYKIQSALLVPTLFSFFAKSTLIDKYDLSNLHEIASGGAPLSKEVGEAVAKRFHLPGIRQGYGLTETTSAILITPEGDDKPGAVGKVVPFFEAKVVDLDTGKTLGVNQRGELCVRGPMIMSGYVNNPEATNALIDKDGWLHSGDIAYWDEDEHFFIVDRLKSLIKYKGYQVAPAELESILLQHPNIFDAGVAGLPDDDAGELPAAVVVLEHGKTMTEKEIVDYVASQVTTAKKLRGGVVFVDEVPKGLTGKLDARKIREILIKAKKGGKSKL
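Purified 10nM P. pyralis luciferase with 10uM D-luciferin and 10uM ATP in 50mM Tris acetate pH 7.5, 10mM Mg acetate, 0.01% Tween-20, 0.05% BSA. qHTS titration; luminescence read by CCD imager.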
SNCA expr inh: SNCA gene expression inhibition; Potency, µM (doses to about 57.2 µM), without a hit: at the highest dose activity change, negative = inhibition, most hits filed as inhibitors; HEK-293 SNCA-luciferase knock-in, luminescence, 24 h; AID 1671194; 140,000 compounds, 0.17% hits;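 note: potency is the fitted concentration of half-maximal effect; plate controls were DMSO cells for no effect and cell-free wells for full effect; nearly all actives have a fitted effect of over 45% in size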
IP6K1 inhibitor: IP6K1 kinase inhibition | Q92551 | IP6K1 kinase, ADP-Glo luminescence, 2 h; stronger effect = lower value | activity change, % (series mostly up to about 58 µM) | 140,000 compounds, 0.81% hits | AID 1645851; in the data active = activity change below about -25%
Target sequence (Q92551 whole entry, looked up): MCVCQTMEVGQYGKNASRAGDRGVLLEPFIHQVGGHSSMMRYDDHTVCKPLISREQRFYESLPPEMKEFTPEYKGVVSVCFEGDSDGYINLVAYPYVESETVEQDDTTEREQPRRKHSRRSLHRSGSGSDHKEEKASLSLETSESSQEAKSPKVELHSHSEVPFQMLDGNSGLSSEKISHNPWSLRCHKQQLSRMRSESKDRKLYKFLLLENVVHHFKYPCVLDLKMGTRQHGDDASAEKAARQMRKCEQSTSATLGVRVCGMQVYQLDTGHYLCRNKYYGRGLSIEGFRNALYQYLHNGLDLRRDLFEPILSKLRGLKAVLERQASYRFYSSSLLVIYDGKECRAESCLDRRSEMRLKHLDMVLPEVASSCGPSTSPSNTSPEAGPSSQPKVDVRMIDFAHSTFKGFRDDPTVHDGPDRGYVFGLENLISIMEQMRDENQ
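ADP-Glo luminescence measures ADP made by human IP6K1 during a 2 h RT reaction with ATP/IP6 (mix at 1.3 mM/130 uM); top library doses 57.5 and 19.1 uM final.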
HEK293 tox: HEK 293 cell cytotoxicity | HEK 293 viability, ATP luminescence (CellTiter-Glo), 48-72 h | Potency, µM (doses to about 115 µM), without a hit: at the highest dose activity change, negative = cytotoxicity, hits mostly inhibitors | 94,000 compounds, 6.6% hits | AID 1345083; note: potency is the fitted concentration of half-maximal effect; nearly all actives have a fitted effect of over 60% in size
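250 HEK 293 cells/well; compound by pintool; incubated 48 or 72 hr at 37 degree Celsius; CellTiter-Glo added, 10 min RT, luminescence imaged.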
An asterisk follows results filed as active; i = inactive; u = inconclusive; x = no result given; & = joins results of further samples; ! = not confirmed by another sample; [ ] = another dose, or the depositor's remark. Unless noted, calls come from the whole dose curve; as a rule, active = well fitted curve in the direction sought with a large enough effect; inconclusive = small, poorly fitted or top-dose-only effect, or another doubt; inactive = no such curve, though single readings can be large; an effect the other way counts as inactive or inconclusive. Unless noted, % is set by controls: 0 for no effect and ±100 for the full control effect.

Values run as follows: SNCA viab count	NIH3T3 tox	GPT2 inhibitor	Luciferase inh	SNCA expr inh	IP6K1 inhibitor	HEK293 tox
1) COc1ccc(Cl)cc1C(=O)NCC(c1ccc(N(C)C)cc1)N1CCOCC1 (centres undefined)
  -2%	x	x	x	23%	2	x
2) COC1CCC12CCN(Cc1cccc(C#N)c1)CC2 (centres undefined)
  u	-21%	-23%	-9%	30%	-9	-2%
3) Cc1cc2cc(C(=O)N3C[C@H]4CC=CC[C@H]4C3)ccc2o1
  -16%	u	-2%	u	85%[activator]	34	-14%
4) Cc1ccc(CCNC(=O)CN2C(=O)COc3ccc(S(=O)(=O)N4CCCCC4)cc32)cc1
  u	x	x	x	-14%	-6	x
5) C[S+](=O)([O-])N1CC2(CCN(Cc3ccc(Cl)cc3)CC2)Cc2ccccc21
  -19%	u	-14%	x	5%	6	u
6) COCCc1nncn1C1CCN(C(=O)c2ccc(C)c(F)c2)CC1
  8%	-13%	2%	6%	12%	16	-9%
7) CC(C)c1noc(-c2cn(C3CCN(C(=O)c4ccc5ccccc5n4)C3)nn2)n1 (centres undefined)
  -16%	u	i	4%	2%	0	u
8) COCc1nc(C2CCN(C(=O)C3CC3)C2)no1 (centres undefined)
  13%	i	-11%	1%	8%	1	i
9) CCC(C)C(=O)Nc1c(C(=O)OC)n(CC2CCCO2)c2ncc(NC(C)CCO)cc12 (centres undefined)
  28%	-2%	u	8%	-12%	-3	3%
10) CC#CC(=O)N1CCCCC1C(=O)Nc1ccc(-n2nc(C)cc2C)cc1 (centres undefined)
  2%	1%	i	-5%	-9%	29	i
11) CN1CC(=O)N(C2CCCCC2)Cc2c(NCCO)ncnc21
  -18%[87.6 µM]	-14%[138 µM]	u	x	8%[87.6 µM]	6	i
12) COc1ccc(-c2ccnc3nc(Cc4cc(F)cc(F)c4)nn23)c(F)c1
  4%	u	-3%	0%	u	0	40µM*
13) Cc1ccc(-c2nc3scc(CCNS(=O)(=O)c4ccc(F)c(C)c4)n3n2)cc1
  u	x	x	x	-1%	8	x
14) COCCN1C(=O)CS(=O)(=O)C12CCN(C(=O)c1ccc(C)s1)CC2
  20%	-28%	i	-21%	-3%	-8	-2%
15) Cc1ccc(OCc2nc(-c3ccc(C(=O)N4CCN(c5cc(Cl)ccc5C)CC4)cc3)oc2C)cc1
  -5%	x	x	x	7%	-11	x
16) O=C(OCC1=CC(O)C2C=CO[C@@H](O[C@@H]3O[C@H](CO)[C@@H](O)[C@H](O)[C@H]3O)C12)c1ccccc1 (some centres undefined)
  -10%[23.9 µM]	x	3%[27.3 µM]	x	x	-11	x
17) O=C(c1ccc(C(F)(F)F)cc1)N1CCC(c2n[nH]c(=O)n2Cc2ccc(F)cc2)CC1
  3%	-41%	i	-1%	-3%	3	u
18) CN(CC(=O)NCc1ccc(Cl)cc1)S(=O)(=O)c1ccc2[nH]c3c(c2c1)CCCC3
  u	x	x	x	u	35	x
19) CCOC(=O)c1nc(NCc2ccc(Cl)cc2)c2c(C)noc2n1
  -7%	x	x	x	5%	-7	x
20) NS(=O)(=O)c1ccc(NC(=O)c2csnn2)cc1
  -3%	x	x	x	-7%	-14	x
21) CCCn1c(SCc2nc(-c3ccccc3OCC)no2)nnc1-c1ccc(Cl)cc1
  -24%	x	x	x	u	-8	x
22) O=S(=O)(Cc1ccc(F)cc1)N1CCC(C2CCNC2)CC1 (centres undefined)
  -12%[12.5 µM]	-13%	-11%	-6%	34%[activator]	1	-26%
23) COc1ccc(CC(=O)NC(C)C(=O)N2CCN(c3ccccn3)CC2)cc1 (centres undefined)
  -1%	i	-7%	-1%	-16%	22	3%
24) C=C1C(=O)OC2C=C(C)CCC=C(C)CCC12 (centres undefined)
  -17%	x	i	x	-22%	x	x
25) CN1C(=O)[C@H]2CN(Cc3ccc(C(F)(F)F)cc3)C[C@H]2C1=O
  5%	-19%	5%	0%	-26%	-2	-28%
26) Cc1cn2nc(C(=O)NCc3ccncc3)cc2c(=O)[nH]1
  -11%	i	-6%	-9%	20%	3	-1%
27) COc1ccc(OCC(=O)Nc2nc(-c3ccc(Br)cc3)ns2)cc1
  12%	x	x	x	97%[activator]	3	x
28) CO[C@@H]1CO[C@H]2[C@@H]1OC[C@@H]2NC(=O)C1CCC1
  1%[87.6 µM]	-20%[174 µM]	i	8%[230 µM]	6%[87.6 µM]	14	-4%[230 µM]
29) O=C(c1ccc(Cl)cc1)N1CC2(CCN(C3CCCCC3)CC2)Cc2ccccc21
  -8%	u	-13%	x	-17%	-10	u
30) CC1CCC2C(C)(C)CC(C)(CO)C2(O)C1C(=O)O (centres undefined)
  16%	x	1%	x	x	1	x
31) COc1ccc(CN2C[C@@H](F)[C@@H](OCc3nc4ncccc4[nH]3)C2)cc1
  -9%[87.6 µM]	-4%[138 µM]	4%[88.5 µM]	-1%[172 µM]	18%[87.6 µM]	-5	-7%[172 µM]
32) CCCOc1ccc(/C=C/C(=O)Nc2sc(C)c(C)c2C(=O)OCC)cc1OC
  -9%	x	x	x	-14%	14	x
33) Cc1ccc(NC(=O)N[C@@H]2C=C(C(=O)NCCC(N)=O)C[C@@H](O)[C@@H]2O)cc1
  6%[87.6 µM]	2%[174 µM]	i	-6%[172 µM]	2%[87.6 µM]	-3	-1%[172 µM]
34) O=C(CCC[C@H]1NC[C@@H]2CC1CN(Cc1ccccc1)C2)NCCCc1ccccc1
  -11%	u	-5%	-14%	-7%	12	u
35) O=C(O)Cn1nc(COc2ccc(F)cc2)nc1CN1CCCCCC1=O
  6%	1%	-8%	-1%	-13%	-9	-5%
36) Cc1cc(C)cc(NC(=O)CCS(=O)(=O)c2cccc3nsnc23)c1
  -4%	x	x	x	-16%	17	x
37) O=C(NCCc1ccccc1F)C1CCN(c2nccc(Nc3ccccc3F)n2)CC1
  -15%	u	-1%	x	-6%	2	32µM*
38) CCOc1ccc(-c2nonc2NC(=O)c2ccc(C)cc2)cc1OCC
  11%	x	x	x	36%[activator]	-13	x
39) CC(=O)c1ccc(NC(=O)c2nc(-c3ccccc3)n(-c3ccccc3)n2)cc1
  5%	x	x	x	-24%	11	x
40) c1cc2nncn2nc1NC1CCCCC1
  1%	-5%	i	-5%	-24%	0	i
41) COc1cccc(C(=O)NC2CCN(c3nccc(Nc4ccc(C)cc4)n3)CC2)c1
  u	40µM*	i	x	u	2	u
42) COc1ccc(OC)c(-n2nnc(-c3nc(-c4cc(OC)c(OC)c(OC)c4)no3)c2C)c1
  6%	x	x	x	35%[activator]	3	x
43) Cc1cc(N2C[C@H]3CN(C(=O)CN(C)C)C[C@@]3(C(=O)O)C2)nc(N)n1
  1%	-24%	4%	-12%	u	4	-19%
44) O=C(c1ccc(C(F)(F)F)cc1)N1CCC2(C1)C(=O)N(CCc1ccccc1)c1ccccc12 (centres undefined)
  -2%&-9%	40µM*!	2%&-12%	-1%&-5%	u	-6&18	32µM*
45) Cc1cccn2c(=O)c(-c3nnn[nH]3)cnc12
  -26%[12.5 µM]	x	i	x	-58%[17 µM]	-5	x
46) CCOc1ccc(-n2nc3ccc(NC(=O)Cc4ccccc4)cc3n2)cc1
  28µM*	x	x	x	28µM*	-6	x
47) CC(C)NC(=O)C1CCN(Cc2ccccc2-c2ccccc2F)CC1
  4%	-25%	-11%	x	5%	1	-13%
48) Cc1c(-c2ccc(F)cc2)[nH]c2ccc(CNC(=O)c3ccc(CO)o3)cc12
  -25%	u	u	-18%	6%	-22	32µM*
49) Cc1cc(C)cc(NC(=O)Cn2c(=O)n(CC(=O)NCCc3ccccc3)c(=O)c3ccccc32)c1
  -5%	x	x	x	-1%	8	x
50) CCSc1ncc(Cl)c(C(=O)N(Cc2ccccc2)Cc2ccco2)n1
  -8%	x	x	x	-4%	19	x
51) COc1ccc2c(c1)CCC1C2CC[C@@]2(C)C1CC[C@@H]2NCCCCCCN1C(=O)CCC1=O (some centres undefined)
  0%	x	i	x	-18%	x	x
52) COc1cccc(C(CC(=O)NCC(C)C)c2c[nH]c3ccccc23)c1 (centres undefined)
  -4%	-23%	i	2%	17%	-3	-29%
53) O=C(CSc1ncc2c(n1)-c1cc(Cl)ccc1N(Cc1ccccc1)S2(=O)=O)NCc1ccccc1
  6%	x	x	x	-21%	-17	x
54) CCCNC(=O)C(NC(=O)c1ccc(OC)cc1)C1CCN(C(=O)COC)CC1 (centres undefined)
  3%	-12%	i	0%	4%	6	-12%
55) Cc1ccc(NC(=O)Cn2nnc(C(=O)NCc3cccs3)c2N)cc1Cl
  9%	x	x	x	18%	-6	x
56) CN(C)C[C@@H]1CN(C)C[C@H]1NS(=O)(=O)c1ccc(Cl)cc1
  -9%	-9%	i	3%	-10%	-5	-23%
57) CC(=O)N1CCC(NC[C@H]2O[C@H](Cc3cc(-c4cccc(O)c4)on3)CC[C@@H]2O)CC1
  10%[87.6 µM]	-11%[138 µM]	i	7%[172 µM]	39%[activator][87.6 µM]	-3	-11%[172 µM]
58) CCOc1ccccc1NC(=O)N1C[C@@H](F)C[C@H]1C(=O)N1CCCCC1
  -16%	u	i	-10%	10%	-10	-7%
59) CC(C)CNC(=O)C1Cn2cccc2C(=O)N1CC(C)C (centres undefined)
  -7%	4%	i	9%	-14%	-3	i
60) CN(C)c1nc2c(c(=O)[nH]1)CCN(Cc1ccc(C(F)(F)F)cc1)CC2
  -2%	-3%	i	3%	-3%	5	-14%
61) COc1ccc(CCNC(=O)CN(c2ccccc2)S(=O)(=O)N(C)C)cc1
  0%	x	x	x	-2%	14	x
62) CN1CC(=O)N(C2CCNCC2)Cc2c1ncnc2N1CCCC1CO (centres undefined)
  3%	i	0%	x	-13%	-11	i
63) Clc1ccc(-c2csc(=Nc3ccccc3)n2Cc2ccc3c(c2)OCO3)cc1
  -4%	x	x	x	100%[activator]	-1	x

Retrieved by structure from above (6):
Values run as follows: SNCA viab count	NIH3T3 tox	GPT2 inhibitor	Luciferase inh	SNCA expr inh	IP6K1 inhibitor	HEK293 tox
32) CCCOc1ccc(/C=C/C(=O)Nc2sc(C)c(C)c2C(=O)OCC)cc1OC
  -9%	x	x	x	-14%	14	x
8) COCc1nc(C2CCN(C(=O)C3CC3)C2)no1 (centres undefined)
  13%	i	-11%	1%	8%	1	i
60) CN(C)c1nc2c(c(=O)[nH]1)CCN(Cc1ccc(C(F)(F)F)cc1)CC2
  -2%	-3%	i	3%	-3%	5	-14%
21) CCCn1c(SCc2nc(-c3ccccc3OCC)no2)nnc1-c1ccc(Cl)cc1
  -24%	x	x	x	u	-8	x
45) Cc1cccn2c(=O)c(-c3nnn[nH]3)cnc12
  -26%[12.5 µM]	x	i	x	-58%[17 µM]	-5	x
39) CC(=O)c1ccc(NC(=O)c2nc(-c3ccccc3)n(-c3ccccc3)n2)cc1
  5%	x	x	x	-24%	11	x
